Abeta yeast res = qHTS for compounds that reverse cellular toxicity of Amyloid beta (A-beta) peptide in yeast: Primary Screen. yeast expressing A-beta42, growth rescue, OD600, 48 h; response scale: 0% DMSO, 100% iron-clioquinol control. Potency, µM (doses to about 46.1 µM), inactives show at the top dose growth rescue, hits mostly activators. actives 0.063% (n = 410,000). AID 1347071, 2019; further: potency means the concentration at half of the fitted maximal effect; nearly all actives have a fitted effect of over 55% in size
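Yeast growth medium received pinned compounds, then yeast cells expressing toxic A-beta were added; plates incubated at 30 C for 48 hr. Growth read as absorbance at 600 nm, normalized to DMSO and equimolar FeCl3 plus clioquinol controls.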
GLP1R cytotox = qHTS of GLP-1 Receptor Inverse Agonists: Cytotox Screen; HEK293 cAMP-luciferase reporter cells, luminescence, 24 h; Potency, µM (top dose mostly 38.3 µM), inactives show at the top dose activity change, negative = inhibition, actives largely listed as inhibitors; actives 0.13% (n = 410,000);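 further: loss of luciferase light is scored as toxicity; potency means the concentration at half of the fitted maximal effect; on the % scale 0 is the no-effect control and ±100 the full control effect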
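To flag toxic compounds, the library was rerun on cells for 24 hr at 37 deg C and 5% CO2. Viability-linked luminescence was captured 12 min after adding luciferase detection reagent.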
TDP43 rescue = qHTS of TDP-43 Inhibitors; TDP-43 expressing yeast growth rescue, BacTiter-Glo, 24 h; Potency, µM (top dose mostly 46.1 µM), inactives show at the top dose growth rescue (activation), most hits filed as activators; actives 1.8% (n = 410,000); AID 652104, 2013; further: potency means the concentration at half of the fitted maximal effect; % of control where 0% means no effect; nearly all actives have a fitted effect of over 50% in size
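Luminescence from BacTiter-Glo reports growth of TDP-43-expressing yeast after 24 hr at 30 deg C with compound. Cells were raffinose-pregrown to mid-log, then seeded in galactose medium at OD600=0.02.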
FUS yeast rescue = qHTS for Suppressors of FUS Proteinopathy: Primary screen using FUS-linked yeast assay | S. cerevisiae FUS-expressing, growth rescue, OD600, 24 h | Potency, µM (doses to about 76.6 µM), for inactives: at the top dose growth rescue (activation), actives largely listed as activators | actives 0.24% (n = 390,000) | AID 1347120, 2019;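 further: potency means the concentration at half of the fitted maximal effect; plate controls were DMSO vehicle for no effect and reference control for full effect; nearly all actives have a fitted effect of over 55% in size; some results filed as inactive show a strong effect at the top dose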
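Absorbance at 600 nm, taken 24hr after compound addition, measured rescue of FUS-yeast growth at 30C. Induction used 2% galactose with seeding at OD 0.005. Controls: CP55940 from 92uM final, DMSO only.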
MmCpn inh = Inhibitors of TCP-1 ring complex (TRiC) of Methanococcus maripaludis (MmCpn): qHTS; Chaperonin Mm-Cpn (Methanococcus maripaludis); purified Mm-Cpn ATPase, ADP Transcreener TR-FRET; Potency, µM (doses to about 76.9 µM), for inactives: top-dose activity, negative = inhibition, hits mostly inhibitors; actives 0.031% (n = 330,000); AID 504842, 2011; further: potency means the concentration at half of the fitted maximal effect; on the % scale 0 is the no-effect control and ±100 the full control effect; nearly all actives have a fitted effect of over 80% in size
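ATP (10 uM final) was added to archaeal chaperonin (25 nM final) after 10 min exposure to test compound at 37°C; after 30 min further incubation, ADP was detected by competitive TR-FRET.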
GLP-1R inv ag = qHTS of GLP-1 Receptor Inverse Agonists (Inhibition Mode). HEK293 GLP-1R CRE-luciferase, luminescence, 24 h; GLP-1R form is constitutively active. Potency, µM (doses to about 38.3 µM), inactives show at the top dose activity change, negative = inhibition, usual class: inhibitors. Glucagon-like peptide 1 receptor (Homo sapiens), P43220. actives 1.6% (n = 410,000). AID 624417, 2012; further: potency means the concentration at half of the fitted maximal effect; on the % scale 0 is the no-effect control and ±100 the full control effect; nearly all actives have a fitted effect of over 55% in size
Target sequence (P43220 whole entry, looked up): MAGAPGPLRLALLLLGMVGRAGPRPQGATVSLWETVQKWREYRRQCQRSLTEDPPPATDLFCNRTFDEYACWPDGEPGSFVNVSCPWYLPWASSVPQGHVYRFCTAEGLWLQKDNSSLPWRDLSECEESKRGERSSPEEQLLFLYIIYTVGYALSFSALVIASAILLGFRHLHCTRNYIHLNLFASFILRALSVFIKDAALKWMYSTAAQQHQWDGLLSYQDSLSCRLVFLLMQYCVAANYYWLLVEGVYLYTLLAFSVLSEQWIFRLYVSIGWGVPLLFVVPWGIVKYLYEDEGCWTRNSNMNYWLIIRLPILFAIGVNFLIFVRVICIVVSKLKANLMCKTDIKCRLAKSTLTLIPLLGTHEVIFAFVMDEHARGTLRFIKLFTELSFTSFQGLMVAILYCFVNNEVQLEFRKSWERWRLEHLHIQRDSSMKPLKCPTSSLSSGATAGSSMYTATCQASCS
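qHTS in 1536-well format: reporter HEK293 cells expressing constitutive GLP-1R activity in DMEM + 10% Nu serum, 24 hr with compounds at 37 deg C, luminescence read after 12 min with detection reagent.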
pAkt inh = HTS Assay for Inhibitors of Akt Phophorylation: Primary Screen | Neuro2A IGF-stimulated pAkt S473 HTRF, 20 min; active compounds read low | actives 0.32% (n = 360,000) | AID 651550, 2012 | activity change, % for hits at 50 µM; in the data active means activity change below about -80%; inconclusive means mostly about -51% to -80%; further: on the % scale 0 is the no-effect control and ±100 the full control effect
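Single-point screen (50 µM final compound) in Neuro2A cells stimulated 20 min with 6 nM IGF at 37 deg C. After lysis, Ser473-phosphorylated Akt read by HTRF (ex 330 nm, em 615/665 nm) as the 665/615 ratio.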
PTHR1 ag = qHTS for PTHR1 Agonists: Primary Screen | Parathyroid hormone/parathyroid hormone-related peptide receptor (Homo sapiens), Q03431 | HEK293 GP2 PTHR1 cells, GloSensor cAMP luminescence, 1 h | Potency, µM (top dose mostly 115 µM), inactives show top-dose activation, hits mostly activators | actives 0.075% (n = 410,000); further: potency means the concentration at half of the fitted maximal effect; nearly all actives have a fitted effect of over 55% in size; some results filed as inactive show a strong effect at the top dose; inactives centre near -15; many of its hits are not listed in these tables
Target sequence (Q03431 whole entry, looked up): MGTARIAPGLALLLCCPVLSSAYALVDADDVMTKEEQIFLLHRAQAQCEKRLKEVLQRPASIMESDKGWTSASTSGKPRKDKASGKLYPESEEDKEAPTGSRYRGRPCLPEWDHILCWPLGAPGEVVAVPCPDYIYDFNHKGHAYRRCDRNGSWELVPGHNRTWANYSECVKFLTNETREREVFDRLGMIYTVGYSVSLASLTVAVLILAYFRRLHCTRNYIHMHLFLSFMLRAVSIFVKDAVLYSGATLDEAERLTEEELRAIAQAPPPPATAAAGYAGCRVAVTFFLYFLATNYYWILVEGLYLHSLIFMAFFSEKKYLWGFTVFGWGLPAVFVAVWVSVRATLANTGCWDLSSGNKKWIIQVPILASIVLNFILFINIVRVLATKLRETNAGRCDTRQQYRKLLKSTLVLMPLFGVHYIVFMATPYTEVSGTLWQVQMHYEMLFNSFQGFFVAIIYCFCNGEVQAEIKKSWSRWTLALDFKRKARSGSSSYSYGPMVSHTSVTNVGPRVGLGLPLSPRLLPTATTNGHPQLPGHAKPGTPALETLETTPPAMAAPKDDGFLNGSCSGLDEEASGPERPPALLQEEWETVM
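HEK-293-derived GP2 cells expressing PTHR1 and a GloSensor cAMP reporter, 3,000/well, plated overnight, given luciferin plus IBMX (each 0.5 mM as added) for 1 h at 37 °C, then compound for 1 h at 37 °C. Luminescence was read after 15 min at room temperature.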
aSyn rescue = qHTS of alpha-syn Inhibitors. Yeast expressing alpha-synuclein, growth rescue, BacTiter-Glo, 24 h. Potency, µM (titrated, usually from 46.1 µM), for inactives: at the highest dose growth rescue (activation), hits mostly activators. actives 0.14% (n = 370,000). AID 652106, 2013; further: potency means the concentration at half of the fitted maximal effect; % of control where 0% means no effect; nearly all actives have a fitted effect of over 65% in size
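Readout is rescue of growth in alpha-synuclein-expressing yeast, so inhibitors of toxicity appear as activators. Growth after 24 hr at 30 deg C in galactose medium is quantified by luminescence.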
An asterisk follows results filed as active; i = inactive; ? = inconclusive; nt = no result given; & = joins results of further samples; [ ] = another dose, or the depositor's remark. Unless noted, the call rests on the fitted dose curve; in most records, active means well fitted curve in the direction sought with a large enough effect; inconclusive means small, poorly fitted or top-dose-only effect, or another doubt; inactive means no such curve, though single readings can be large; an effect the other way counts as inactive or inconclusive. These rows are one share of the data; rates above refer to the full screens.

SMILES	Abeta yeast res	GLP1R cytotox	TDP43 rescue	FUS yeast rescue	MmCpn inh	GLP-1R inv ag	pAkt inh	PTHR1 ag	aSyn rescue
CC1CCN(C(=O)CSc2nc3c(cnn3-c3ccccc3)c(=O)[nH]2)CC1	3%	-7%	2%	6%	1%	10%	i	-5%	1%
Cc1ccc(C(=O)C(C)OC(=O)C2CC(=O)N(C3CCCCC3)C2)cc1 (configuration not stated)	-9%	3%	?	28%	0%	-1%	i	i	7%
Nc1nc(NCCO)nc(NCC2CCCO2)c1[N+](=O)[O-] (configuration not stated)	10%	11%[1.53 µM]	8%	0%	3%	10%	i	i	-6%
Cn1nnnc1SCC(=O)NC(=O)Cc1ccccc1	-3%	4%	0%	6%	-1%	17%	i	-22%[57.5 µM]	-16%
Cc1c(/C=N/n2cnnc2)c2ccccc2n1C	4%	10%	11%	18%	2%	6%	i	i	4%
Cc1nn(C(C)C(=O)NCCCN(Cc2ccccc2)C(C)C)c(=O)c2c1sc1ccccc12 (configuration not stated)	-6%	-16%	7%	-12%	1%	-4%	nt	i	3%
CCOC(=O)[C@@H]1[C@H]2COc3cc(OC)ccc3[C@H]2N2C(=O)N(c3ccc(C)cc3)C(=O)[C@]12C	3%	-5%	14%	4%	1%	-17%	i	i	0%
Cc1cc(C)c(S(=O)(=O)N2CCOC23CCN(S(C)(=O)=O)CC3)c(C)c1	-1%	8%	7%	-36%	nt	15%	i	i	1%
c1ccc(CCC2CCCCN2Cc2nc(-c3ccc4c(c3)OCO4)no2)nc1 (configuration not stated)	2%	2%	9%	-6%	-3%	?	i	-29%	7%
CCOC(=O)c1cc(-c2ccc(OC)cc2)n(CCC(=O)NCc2ccccc2OC)c1C	15%	5%	9%	?	nt	?	nt	i	nt
C=C(C)C(=O)Nc1cccc(C2=NOC3(C2)C[C@@H](C(N)=O)N(C(=O)/C=C/CC)C3)c1 (some centres not stated)	-4%	11%	7%	1%	2%	-9%	i	-13%	-1%
NC(=O)CC1(CC(=O)O)CCCCC1	12%	-1%	-20%	0%	-2%	0%	i	i	0%
COC(=O)c1c(NC(=O)CN(c2ccc(C)c(C)c2)S(C)(=O)=O)sc2c1CCCC2	-6%	-11%	11%	nt	-18%	16%	i	i	8%
CCOC(=O)c1c(=O)n(O)c2ccc(OC)cc2[n+]1[O-]	3%	2%	-9%	-8%	-3%	9%	i	-3%[57.5 µM]	-3%
O=C(O)c1ccc(Oc2ccc(S(=O)(=O)c3ccc(C(=O)O)c(C(=O)O)c3)cc2)cc1	?	9%	3%	-24%	-3%	-9%	i	-91%[inhibitor]	11%
COc1ccc(OCC(O)Cn2c(=N)n(Cc3ccccc3)c3ccccc32)cc1 (configuration not stated)	13%	7.9µM*	-39%	?	2%	?	i	?	0%
COc1cc(/C=C(\C#N)C(=O)Nc2ccc3ccccc3c2)c([N+](=O)[O-])cc1OC	9%	11%[1.53 µM]	-18%	17%	-1%	12%	i	i	0%
Cc1nn2c(N)c(C#N)cnc2c1-c1ccc(Cl)cc1	-11%	10%	24%	nt	-8%	0%	i	i	1%
O=[N+]([O-])c1cccc(/C=N/n2cnnc2)c1	5%	-5%	-18%[1.82 µM]	-13%	-1%	8%	i	6%	-3%
Nc1nonc1C(=O)NCCc1ccccc1	3%	2%	8%	-3%	-1%	16%	i	-23%	0%
COCCNC(=O)/C(C#N)=C/c1ccc(-c2ccc(OC)cc2[N+](=O)[O-])o1	11%	-1%	2%	-3%	0%	2%	i	-3%[57.5 µM]	0%
O=C1NC(=S)S/C1=C/c1ccc(N2CCOCC2)o1	-26%	?	-6%	29%	-2%	8%	i	i	-15%
COc1ccc(C(=O)Nc2ccccc2C(=O)NC(Cc2ccc(O)cc2)C(=O)NNC(=O)c2ccccc2)cc1 (configuration not stated)	-15%	13%	-22%	nt	-3%	-10%	i	-27%	-3%
CCOc1ccccc1C(=O)N(C)CC(=O)Nc1ccc(OC)cc1	-2%	0%	6%	21%	-1%	32%[activator]	i	i	-1%
COc1ccc(NC(=O)NCc2ccccn2)cc1	-1%	2%	1%	16%	-26%	13%	i	-5%[57.5 µM]	0%

Pulled one by one from the list above (6):
SMILES	Abeta yeast res	GLP1R cytotox	TDP43 rescue	FUS yeast rescue	MmCpn inh	GLP-1R inv ag	pAkt inh	PTHR1 ag	aSyn rescue
CCOC(=O)c1cc(-c2ccc(OC)cc2)n(CCC(=O)NCc2ccccc2OC)c1C	15%	5%	9%	?	nt	?	nt	i	nt
O=[N+]([O-])c1cccc(/C=N/n2cnnc2)c1	5%	-5%	-18%[1.82 µM]	-13%	-1%	8%	i	6%	-3%
Cc1c(/C=N/n2cnnc2)c2ccccc2n1C	4%	10%	11%	18%	2%	6%	i	i	4%
Nc1nc(NCCO)nc(NCC2CCCO2)c1[N+](=O)[O-] (configuration not stated)	10%	11%[1.53 µM]	8%	0%	3%	10%	i	i	-6%
Cc1cc(C)c(S(=O)(=O)N2CCOC23CCN(S(C)(=O)=O)CC3)c(C)c1	-1%	8%	7%	-36%	nt	15%	i	i	1%
CC1CCN(C(=O)CSc2nc3c(cnn3-c3ccccc3)c(=O)[nH]2)CC1	3%	-7%	2%	6%	1%	10%	i	-5%	1%

The listing continues:
SMILES	Abeta yeast res	GLP1R cytotox	TDP43 rescue	FUS yeast rescue	MmCpn inh	GLP-1R inv ag	pAkt inh	PTHR1 ag	aSyn rescue
CCOC(=O)c1sc2ncnc(OC)c2c1C	-12%	-4%	-3%	-7%	3%	8%	i	-16%	-6%
CCOC(=O)C1CCCN(C(=O)c2ccc(C)c([N+](=O)[O-])c2)C1 (configuration not stated)	-7%	-14%	6%	2%	1%	1%	i	-20%	2%
CN1C(=O)CSC1=NC12CC3CC(CC(C3)C1)C2	-11%	-8%	-24%	18%	0%	0%	nt	-7%[57.5 µM]	-15%
O=C(/C=C/c1ccccc1)NC(=S)Nc1ncccn1	9%	-2%	?	-9%	-1%	4%	i	i	8%
COc1ccc(Cl)cc1NC(=O)c1cc(-c2cc(C)ccc2O)n[nH]1	2%	4%	-21%	29%	1%	3%	i	i	0%
Cc1[nH]c2ccccc2c1C(=O)CN1CCC2(CC1)OCCO2	6%	-6%	-1%	8%	-1%	1%	i	i	3%
O=C1c2ccccc2C(Nc2ccc(F)c(Cl)c2)N1Cc1ccco1 (configuration not stated)	0%	-3%	?	33%	-1%	?	i	-13%	5%
O=C(COc1ccccc1[N+](=O)[O-])N1CCN(S(=O)(=O)c2ccccc2)CC1	-1%	1%	8%	-4%	1%	61%[activator]	i	i	0%
CCOc1ccccc1N1CCN(C(=O)c2c(CC)noc2C)CC1	-13%	6%	12%	5%	0%	-3%	i	i	-1%
N/C(=N\OCc1ccc([N+](=O)[O-])cc1)c1ccccn1	-11%	-3%	-2%	5%	-6%	1.3µM*	i	-28%	-16%
COCCn1nnnc1C(c1ccccc1)N1CCN(c2ccccc2)CC1 (configuration not stated)	17%	-4%	3%	14%	-2%	-17%	i	i	-2%
O=C(NCc1ccc(OC(F)(F)F)cc1)C1CC(c2ccccc2[N+](=O)[O-])=NO1 (configuration not stated)	0%	11%	26%	15%	1%	-16%	i	-8%	0%
O=C(c1ccccc1)N1CCN(C(=S)NCc2ccco2)CC1	-9%	10%	18%	-4%	-1%	-15%	i	i	-5%
Fc1cccc(Cl)c1CSc1nnnn1-c1ccc2c(c1)OCO2	-38%[inhibitor]	-5%	14%	-7%	1%	?	i	i	-3%
O=C1CC(=O)Nc2cc(S(=O)(=O)N3CCN(c4cccc(C(F)(F)F)c4)CC3)ccc2N1	3%	-1%	-9%	-20%	3%	13%	i	i	-10%
CCOc1ccc(/C=C/c2nc(C#N)c(NCCCN(C)C)o2)cc1	8%&-3%	-22%&-4%	8%&-7%	4%&-10%	-5%	?	i	5%	3%
CCOc1ccc(N(CC(=O)OC)S(=O)(=O)c2ccc3c(c2)n(C)c(=O)c(=O)n3C)cc1	-11%&-8%	1%&6%	2%&15%	2%&6%	-1%	13%&7%	i	-15%	-4%
Cc1ccc(OCC(=O)Nc2ccc(NC(=O)c3ccco3)cc2)c(C)c1	2%	?	14%	8%	-1%	?	i	i	1%
Cc1nc(NC(=O)c2ccccc2)sc1-c1cc(C(=O)NCCO)nn1Cc1ccccc1	-4%	5%	17%	20%	nt	5%	i	-14%	0%
COc1ccc(OC)c(C2=NO[C@@H]3C(=O)N(c4cc(Cl)ccc4OC)C(=O)[C@H]23)c1	16%	3%	0%	?	-9%	0%	i	i	9%
CC(=O)c1cccc(NC(=O)C(C)OC(=O)c2cc(C)oc2C)c1 (configuration not stated)	13%	-3%	25%	15%	1%	2%	i	-13%	2%
